# FXIIa inh: blocks human coagulation factor XIIa protease activity; actives 0.3% (n = 220,000); AID 800; P00748; purified FXIIa, Boc-QGR-AMC fluorogenic substrate, 2 h; inhibition, % at 5 µM; in the data active = inhibition above about 40%;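 note: 0% = enzyme with no compound and 100% = blank without enzyme; many of its hits are not listed in these tables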
# Hck-Nef inh: blocks Nef-activated human Hck kinase. P08631. Recombinant Hck-YEEI plus Nef, Z-Lyte FRET kinase assay. inhibition, % at 20 µM. actives 0.68% (n = 220,000). AID 463187;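 active = Hck-Nef kinase inhibition above about 50%, limit read from the data; inactive = inhibition below that limit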;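 note: 0% = DMSO with Hck plus Nef and 100% = Hck alone without Nef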
# Target sequence (P08631 whole entry, looked up): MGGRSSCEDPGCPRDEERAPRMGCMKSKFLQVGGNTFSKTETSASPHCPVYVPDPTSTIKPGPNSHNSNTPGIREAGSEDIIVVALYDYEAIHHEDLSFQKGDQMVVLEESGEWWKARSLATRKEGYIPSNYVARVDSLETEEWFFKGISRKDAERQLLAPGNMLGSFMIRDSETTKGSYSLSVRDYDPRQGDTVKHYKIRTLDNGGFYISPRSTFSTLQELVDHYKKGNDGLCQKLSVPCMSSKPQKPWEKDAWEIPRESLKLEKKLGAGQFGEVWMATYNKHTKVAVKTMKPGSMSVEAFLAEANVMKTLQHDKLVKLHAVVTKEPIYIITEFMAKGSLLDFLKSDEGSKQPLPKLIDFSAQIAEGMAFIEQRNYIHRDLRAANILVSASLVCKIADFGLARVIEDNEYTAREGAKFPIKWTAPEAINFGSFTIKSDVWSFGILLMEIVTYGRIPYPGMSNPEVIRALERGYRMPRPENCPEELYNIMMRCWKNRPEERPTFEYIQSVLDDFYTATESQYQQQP
# KLK5 inh: inhibitors of human kallikrein 5 | inhibition, % at 5 µM | Q9Y337 | actives 0.59% (n = 210,000) | recombinant hK5, fluorogenic AMC substrate cleavage;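 active = inhibition of 40% or more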;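 note: 0% = enzyme controls without compound and 100% = no-enzyme blanks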
# thrombin 1536: inhibitors of human thrombin; alpha-thrombin, Boc-VPR-AMC fluorogenic substrate cleavage; inhibition, % at 5 µM; P00734; actives 0.26% (n = 220,000);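 active = inhibition at or above 40%; inactive = inhibition below 40%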;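 note: 0% = enzyme with no compound and 100% = wells without enzyme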
#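 System: human alpha-thrombin protein; Compound dosing: one concentration per compound, 5 µM, with 0.2% DMSO; Timing: reaction at room temperature; Technique: AMC fluorescence, 355/460 nm; Controls: enzyme without compound as high, wells lacking enzyme as low.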
# FXIa inh: factor XIa (human) inhibition; purified FXIa, Boc-Glu-Ala-Arg-AMC fluorogenic substrate; P03951; actives 0.14% (n = 220,000); inhibition, % at 5 µM;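 active = inhibition of at least 40%; inactive = inhibition below 40%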;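 note: fluorescence of freed AMC excited at 355 nm; 0% = enzyme without compound and 100% = no enzyme blank; many of its hits are not listed in these tables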
# Rad51 HR inh: Rad51 (human) homologous recombination inhibition | Q06609 | inhibition, % at 10 µM | hRad51 DNA strand exchange, fluorescence dequenching | actives 0.085% (n = 200,000) | AID 1385;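 active = inhibition above 40% at the single screening dose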;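 note: 0% = DMSO control wells and 100% = blanks with heterologous ssDNA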
# Target sequence (Q06609 whole entry, looked up): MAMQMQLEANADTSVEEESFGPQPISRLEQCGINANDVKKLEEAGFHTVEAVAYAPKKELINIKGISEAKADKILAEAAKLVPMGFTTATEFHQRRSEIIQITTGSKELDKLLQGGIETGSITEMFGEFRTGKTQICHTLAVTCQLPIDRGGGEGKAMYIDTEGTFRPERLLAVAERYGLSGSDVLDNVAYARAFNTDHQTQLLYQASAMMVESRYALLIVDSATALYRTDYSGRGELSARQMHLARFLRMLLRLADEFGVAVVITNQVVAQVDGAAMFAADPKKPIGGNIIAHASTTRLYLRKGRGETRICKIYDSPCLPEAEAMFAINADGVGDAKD
#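 Material: Human Rad51 nucleoprotein filaments preassembled on unlabelled ssDNA | Also added: Labelled 47-mer dsDNA for strand exchange | Dosing: Single dose, 10 µM final compound | Schedule: 30-min compound preincubation and 15-min exchange, both room temperature | Technique: Fluorescence dequenching at 485/520 nm | Measure: Percent inhibition relative to plate controls and blanks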
# zVAD death inh: blocks zVAD induced death of L929 cells. L929 zVAD necroptosis rescue, ATP luminescence, 24 h; with zVAD 60 µM. actives 0.38% (n = 220,000). viability rescue, % at 10 µM;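 active = activation, scaled between plate controls, above about 75%, limit read from the data; inactive = activation under that limit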;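 note: 0% = zVAD with DMSO and 100% = DMSO alone without zVAD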
# Cl transport mod: modulators of human KCC2 chloride dependent transport; Q9H2X9; KCC2 cells, thallium flux FluoZin-2 fluorescence; B-score of Tl+ flux slope (higher = more flux/activation; lower = inhibition) at 10 µM; actives 2.2% (n = 190,000); AID 1456;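 active = thallium flux slope and its plate-corrected score both differing from the plate sample mean at a set confidence after two filtering rounds, in either direction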;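 note: slope of fluorescence scaled to starting intensity during 10 to 20 s after thallium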
# TNF necrop inh: inhibitors of TNF-alpha induced necroptosis in Jurkat FADD-/- cells. Jurkat FADD-/- TNF necroptosis rescue, ATP luminescence, 24 h; 0 = TNF only, 100 = no-TNF cells. activation (protection from cell death), % at 10 µM. actives 0.068% (n = 220,000);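 active = activation, meaning protection from cell death, of at least 50% relative to plate controls; inactive = activation below 50%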;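 note: necroptosis triggered by 40 ng/mL TNF-alpha added together with compound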
# An asterisk follows results filed as active; nt = not tested or not shown. Not all compounds are listed; count on the stated rates, not on these rows.
# The opening 3 entries (preview)
SMILES,FXIIa inh,Hck-Nef inh,KLK5 inh,thrombin 1536,FXIa inh,Rad51 HR inh,zVAD death inh,Cl transport mod,TNF necrop inh
C#CCNC(=O)C1=C[C@H](c2ccc3c(c2)OCO3)C[C@H](OCc2ccc(CO)cc2)O1,7,-7,-1,-4,-1,10,-0.1,-0.014,1.1
CC(C)(C)NC(=O)CSc1nsc(SCC(=O)NC(C)(C)C)c1C#N,13,2,-15,2,0,1,-0.1,0.67,-0.5
CCn1c(SCC(=O)Nc2cccc(NC(=O)c3ccco3)c2)nnc1-c1cccs1,5,1,11,-2,-6,nt,0.3,nt,-2.1

# The list itself, from the start:
SMILES,FXIIa inh,Hck-Nef inh,KLK5 inh,thrombin 1536,FXIa inh,Rad51 HR inh,zVAD death inh,Cl transport mod,TNF necrop inh
C#CCNC(=O)C1=C[C@H](c2ccc3c(c2)OCO3)C[C@H](OCc2ccc(CO)cc2)O1,7,-7,-1,-4,-1,10,-0.1,-0.014,1.1
CC(C)(C)NC(=O)CSc1nsc(SCC(=O)NC(C)(C)C)c1C#N,13,2,-15,2,0,1,-0.1,0.67,-0.5
CCn1c(SCC(=O)Nc2cccc(NC(=O)c3ccco3)c2)nnc1-c1cccs1,5,1,11,-2,-6,nt,0.3,nt,-2.1
Cc1ccc(S(=O)(=O)N2CCN(C(=O)c3cccs3)CC2)cc1,1,15,-5,18,-7,2,3.5,0.61,0.9
CS(=O)(=O)N1CCC(Oc2ccccc2C(=O)N2CCNC(=O)C2)CC1,4,12,13,-3,-4,-2,2.0,-0.63,0.4
O=C(CCc1nnc(Cc2ccc3c(c2)OCO3)o1)NCc1nc2ccccc2s1,7,17,-2,-14,6,4,-0.1,-0.042,0.5
CCCCNC(=S)Nc1ccc(C(F)(F)F)cc1,4,20,-5,-20,-8,0,1.4,-1,0.4
Cc1ccc(NC(=S)N(CCCN2CCCC2)Cc2cccn2Cc2ccc(Cl)cc2)cc1C,8,25,-6,-8,-2,-11,-0.9,0,-0.7
O=C(c1ccc(=O)[nH]c1)N(Cc1ccco1)C1(C(=O)NC2CCCC2)CCCCC1,1,5,-3,-2,-6,nt,0.1,1.1,-0.1
c1ccc2c(c1)N1CCN=C1N2CCN1CCCCC1,9,0,-10,-2,5,-10,0.4,nt,0.4
CSCCC(NC(=O)/C(=C\c1ccc(Cl)cc1)NC(=O)c1ccccc1)C(=O)O (stereo not drawn),-1,-10,-11,-1,-5,-9,0.9,1.1,0.4
O=C(CCn1cnc2ccccc21)N=Nc1c(O)[nH]c2ccccc12,8,35,-2,-5,-1,nt,-0.1,-0.015,0.8
O=C(COc1ccccc1F)NNC(=O)c1ccc(N2CCCCC2)c([N+](=O)[O-])c1,25,2,3,33,17,17,-0.4,-4.2,0.2
CC(C)[C@H](NC(=O)c1ccccc1)C(=O)OCC(=O)N1CCc2ccccc2C1,27,3,-10,-2,17,12,1.4,-0.32,-0.7
O=C(OCCN1CCN(c2ncc(C(F)(F)F)cc2Cl)CC1)c1ccc(F)cc1,4,-1,6,2,0,-2,0.5,nt,-0.7
O=C(O)c1cccc2c(/C=N/Nc3ccccn3)c[nH]c12,10,33,-1,-5,-2,22,84*,-0.099,44
O=C(O)C1C2CCC(C2)C1C(=O)NCc1ccco1 (stereo not drawn),6,3,-3,2,-6,-9,0.1,0.51,2.9
CC(C)CC(=O)NC(=S)Nc1ccc(S(=O)(=O)Nc2nccs2)cc1,1,3,-9,-5,2,-5,0.1,0.28,0.4
O=C(OCCOCCN=C1NS(=O)(=O)c2ccccc21)C1CC(=O)N(c2ccccc2)C1 (stereo not drawn),18,-3,-6,4,7,8,1.8,nt,1.0
S=C(c1ccc(-c2ccc(Br)cc2)o1)N1CCCCC1,14,23,0,0,18,16,2.3,-0.48,1.5

# Whole records as entered above.
# O=C(O)c1cccc2c(/C=N/Nc3ccccn3)c[nH]c12 is entered as FXIIa inh = 10; Hck-Nef inh = 33; KLK5 inh = -1; thrombin 1536 = -5; FXIa inh = -2; Rad51 HR inh = 22; zVAD death inh = 84*; Cl transport mod = -0.099; TNF necrop inh = 44
# O=C(OCCOCCN=C1NS(=O)(=O)c2ccccc21)C1CC(=O)N(c2ccccc2)C1 (stereo not drawn) is entered as FXIIa inh = 18; Hck-Nef inh = -3; KLK5 inh = -6; thrombin 1536 = 4; FXIa inh = 7; Rad51 HR inh = 8; zVAD death inh = 1.8; Cl transport mod = nt; TNF necrop inh = 1.0
# O=C(O)C1C2CCC(C2)C1C(=O)NCc1ccco1 (stereo not drawn) is entered as FXIIa inh = 6; Hck-Nef inh = 3; KLK5 inh = -3; thrombin 1536 = 2; FXIa inh = -6; Rad51 HR inh = -9; zVAD death inh = 0.1; Cl transport mod = 0.51; TNF necrop inh = 2.9

# Next part.
SMILES,FXIIa inh,Hck-Nef inh,KLK5 inh,thrombin 1536,FXIa inh,Rad51 HR inh,zVAD death inh,Cl transport mod,TNF necrop inh
C/C(=N\N1CCN(Cc2ccc(Cl)cc2)CC1)c1ccc([N+](=O)[O-])cc1,7,20,4,-2,3,nt,0.5,-0.51,-2.8
COc1cccc(CN2CCNC(=O)C2CC(=O)NCCOc2cccnc2)c1 (stereo not drawn),1,22,-2,-16,-4,10,-0.2,-0.0067,0.5
CCCc1cc(=O)oc2cc(C)c3c(C)coc3c12,-16,2,-7,-2,-16,1,-0.5,0.13,0.1
Cn1c(=O)cc(SCC(=O)NCCN2CCN(c3ccccc3F)CC2)c2cc(Cl)ccc21,21,2,-7,5,3,-9,-0.2,0.36,-11
O=C(OCC(=O)N1CCCCCC1)c1ccc(Cl)c(S(=O)(=O)N2CCCC2)c1,7,22,12,0,-42,6,7.5,-1,0.0
COCCNc1nc(-n2nc(C)cc2C)nc2sc3c(c12)CCCC3,-1,3,-6,-6,-12,nt,0.7,-4*,-2.6
CC(=O)Nc1scc(-c2ccccc2)[n+]1-c1ccc(C)cc1,12,29,0,21,-2,19,-1.3,-1.9,-1.2
O=C1N/C(=C/c2ccc(Br)cc2)C(O)=C1C=NCc1ccccc1,2,4,-18,-6,-2,-3,2.2,-0.0057,-3.5
Nc1nc2n(n1)C(c1cccs1)CC(c1ccc(F)cc1)N2 (stereo not drawn),9,1,-7,-4,6,0,-0.2,0.81,0.1
CCCc1nnc(NC(=O)CCCC(=O)O)s1,7,-1,-23,-1,0,0,0.4,0.71,0.0
CC(C)NC(=O)C12CC3CC(C1)CC(n1cnc(Cl)n1)(C3)C2,-14,3,0,-11,-8,0,-0.3,0.9,0.8
CC(=O)c1ccc(/C=C/c2nc3ccccc3n2C)o1,-8,-27,-5,-3,8,-24,2.4,-0.93,-2.6
CCN1CCN(CC(=O)N2N=C(c3cccs3)CC2c2ccc(C)cc2)C(=O)C1=O (stereo not drawn),8,0,0,-4,3,2,0.1,-0.061,0.3
COC(=O)C1=C(C)NC(C)=C(C(=O)OC)C1c1ccc(N(C)C)cc1,10,-1,15,3,5,0,-0.1,0.91,-4.4
O=C(NCCC1=CCCCC1)c1cc(-c2ccncc2)nc2ccccc12,16,24,2,-5,-1,-21,-0.2,0.63,0.6
COc1ccccc1N(CC(=O)NCc1ccco1)S(C)(=O)=O,6,22,8,-5,1,3,-0.5,-0.048,-0.6
Cc1cc(C)cc(N(CC(=O)N2CC=C(c3ccccc3)CC2)S(=O)(=O)c2c(C)noc2C)c1,-4,1,0,-6,-10,-1,-1.0,nt,-0.1
O=C(CCN1C(=O)C2C3C=CC(C3)C2C1=O)N1CCN(c2cccc(Cl)c2)CC1 (stereo not drawn),12,2,0,0,-6,nt,0.0,nt,-3.7
CN1C(=O)/C(=C/c2cn(CC(=O)N3CCCCC3)c3ccccc23)c2ccccc21,0,1,0,-5,-5,-3,0.1,nt,-4.2
CC1=C(OC(=O)c2ccccc2)C(C)(C)C(c2ccccc2)OC1=O (stereo not drawn),-2,-1,0,-10,-7,-1,-0.1,0.032,0.4

# Some of these compounds in order of number of heavy atoms, highest first.
SMILES,FXIIa inh,Hck-Nef inh,KLK5 inh,thrombin 1536,FXIa inh,Rad51 HR inh,zVAD death inh,Cl transport mod,TNF necrop inh
Cn1c(=O)cc(SCC(=O)NCCN2CCN(c3ccccc3F)CC2)c2cc(Cl)ccc21,21,2,-7,5,3,-9,-0.2,0.36,-11
O=C(OCCOCCN=C1NS(=O)(=O)c2ccccc21)C1CC(=O)N(c2ccccc2)C1 (stereo not drawn),18,-3,-6,4,7,8,1.8,nt,1.0
CC(C)[C@H](NC(=O)c1ccccc1)C(=O)OCC(=O)N1CCc2ccccc2C1,27,3,-10,-2,17,12,1.4,-0.32,-0.7

# More records follow.
SMILES,FXIIa inh,Hck-Nef inh,KLK5 inh,thrombin 1536,FXIa inh,Rad51 HR inh,zVAD death inh,Cl transport mod,TNF necrop inh
Cc1cccc(OCCSc2nncn2C)c1,0,0,-20,3,-4,-2,0.8,1,0.7
CCN(CC)C(=O)CC(c1cc(OC)c(OC)c(OC)c1)c1c(OC)cc(OC)c2c(-c3ccccc3)cc(=O)oc12 (stereo not drawn),11,30,2,3,4,6,-0.5,-1.3,-4.2
O=S(=O)(c1ccc(F)cc1)N1CCC(O)(c2ccc3c(c2)OCO3)CC1,2,5,-3,-4,-7,-2,0.5,-4.3*,0.1
O=C(O)CCn1c(=O)sc2ccccc21,25,4,-10,0,17,10,0.1,-0.018,-1.7
O=C1CCCN1c1ccc(S(=O)(=O)N2CCN(c3ccccn3)CC2)cc1,4,10,-20,8,7,-7,-0.1,-0.58,-1.6
Cc1nc([N+](=O)[O-])c(Br)n1CC(=O)c1ccccc1,16,-1,-10,1,3,17,0.6,nt,-8.1
COc1ccc(OC)c(C(C)NC(=O)c2ccco2)c1 (stereo not drawn),22,2,0,-8,15,-4,3.3,nt,-6.7
COc1ccc(NC(=S)NCCSc2ccc(Cl)cc2)c(OC)c1,14,0,6,3,-1,8,-0.1,-1.2,-11
Cn1cnc([N+](=O)[O-])c1Oc1ccccc1,8,6,-15,-8,2,3,-1.1,-0.52,1.0
CCN(CC)c1ccc(C2C(C(=O)OC)=C(C)NC(C)=C2C(=O)OC)cc1,10,3,-10,-4,-3,-3,0.3,nt,0.8
Cc1nc2ccc(S(=O)(=O)Nc3cccc(-c4nc5cccnc5s4)c3C)cc2s1,10,-5,-7,0,7,8,nt,-3.5,-5.8
CC(NC(=O)c1ccc(Cl)c(Cl)c1)c1ccc(-c2ccccc2)cc1 (stereo not drawn),6,28,3,3,2,nt,-0.2,0.43,1.1

# Compound activity (PubChem BioAssay)
